UBC9 SUMO inh: blocks human SUMOylation mediated by UBC9 | HTRF SUMOylation assay, SAE1/SAE2 + UBC9, in vitro | P63279 | AID 2006 | inhibition, % at 35 µM | 0.36% of 290,000 active; in the data active = inhibition above about 50%, passing the limit was not always enough; note: strong numbers were not always called active
Target sequence (P63279 whole entry, looked up): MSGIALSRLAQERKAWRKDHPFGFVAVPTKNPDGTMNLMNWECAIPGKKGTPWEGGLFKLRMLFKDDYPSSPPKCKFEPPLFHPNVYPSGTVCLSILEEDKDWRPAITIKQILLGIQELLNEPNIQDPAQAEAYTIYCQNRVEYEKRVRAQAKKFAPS
IDE cell activ: activators of human insulin-degrading enzyme in cells; 0.073% of 340,000 active; P14735; HEK cells, FAbeta-B cleavage, fluorescence polarization; 0% vehicle, 100% cell-free pure enzyme wells; activation, % at 5.96 µM;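 active = activation above the mean of all tested compounds plus 3 SD, set per screening campaign, cut at about 17% in these data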
PfM18AAP inh: PfM18AAP enzyme inhibition | recombinant PfM18AAP, H-Glu-NHMec fluorogenic cleavage | AID 1822 | inhibition, % at 7.35 µM | 1.2% of 290,000 active;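 active = inhibition above the campaign mean inhibition over all tested compounds plus 3 SD, cut at about 28% in these data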;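 note: 0% = plate median of test compound wells and 100% = 2 mM ZnCl2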
IMP-1 inh: inhibitors of Pseudomonas aeruginosa IMP-1 metallo-beta-lactamase; inhibition, % at 5.6 µM; AID 1556; purified IMP-1, nitrocefin hydrolysis, epi-absorbance fluorescence; 0.45% of 290,000 active;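 active = inhibition above the mean plus 3 SD of all compounds in the same screening run, cut at about 4.5% in these data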;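 note: 0% = IMP-1 with DMSO and 100% = DMSO wells lacking enzyme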
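Test system: recombinant IMP-1 enzyme, purified / Medium: HEPES buffer pH 7.1 with ZnSO4 and Brij 35 / Doses: single dose, 5.6 µM / Times: 25 °C, 15 min preincubation, 25 min reaction / Detection: Epi-absorbance via hydrolysed-nitrocefin quenching of white-plate fluorescence, 480/530 nm, EDTA stop / Evaluation: percent inhibition from optical density relative to buffer-blank wells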
pCIP destab: lowers stability of the mouse p/CIP coactivator protein; decrease of EGFP signal, % at 10 µM; Q05BA5; 0.01% of 290,000 active; F442A p/CIP-EGFP cells, EGFP fluorescence, 16 h;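 active = EGFP signal decrease of at least 30% at 10 µM or well 3 SD below plate mean, unless failing retest; inactive = the rest, including hits failing retest or dose response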; note: some compounds called inactive have numbers as strong as hits; many of its hits are not listed in these tables
IDE cell inh: inhibits human insulin-degrading enzyme in HEK cells; AID 434962; inhibition, % at 5.59 µM; 0.41% of 320,000 active; P14735; FAbetaB cleavage, fluorescence polarization;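 active = percent inhibition above the average of all tested compounds plus 3 SD, set per screening campaign, cut at about 16% in these data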;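 note: IDE supplied by intact live HEK cells; FP after avidin binding of uncleaved biotin substrate so inhibition keeps polarization high; 0% = DMSO wells and 100% = 60 µM reference IDE inhibitor Ii1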
HCV NS3 hel inh: HCV NS3 helicase inhibition; NS3 helicase DNA unwinding, Cy5 molecular beacon fluorescence; inhibition, % at 10.9 µM; 0.56% of 290,000 active; AID 1800;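 active = inhibition above the mean of all tested compounds plus 3 SD, set per campaign, cut at about 35% in these data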;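 note: 0% = DMSO wells and 100% = thioflavine S control wells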
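System: Hepatitis C virus NS3 helicase domain fragment enzyme | Reagent: Annealed dual-labelled DNA beacon duplex, ATP-started | Compound dosing: 10.9 µM single point, 0.8% DMSO | Incubation: 1 h reaction at 25 °C, ATP-initiated | Technique: Cy5 fluorescence | Evaluation: Percent inhibition from t60/t0 fluorescence ratio | Benchmarks: Low DMSO, high thioflavine S at 110 µM | Replication: Singlicate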
VIM-2 inhibitor: blocks Pseudomonas aeruginosa VIM-2 metallo-beta-lactamase; purified VIM-2, nitrocefin hydrolysis, epi-absorbance fluorescence; inhibition, % at 5.6 µM; 0.89% of 290,000 active;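 active = inhibition above the mean of all tested compounds plus 3 SD, cutoff set per screening run, cut at about 7.5% in these data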;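 note: red hydrolysis product quenches plate fluorescence so inhibitors raise well fluorescence; 0% = enzyme with DMSO and 100% = DMSO without enzyme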
DNA FID counter: displaces DNA intercalator in HCV helicase counter-screen | DNA fluorescent intercalator displacement, fluorescence | inhibition, % at 7.9 µM | 0.17% of 290,000 active | AID 1845; in the data active = inhibition above about 37%;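 note: 0% = vehicle and 100% = reference compound; higher means more ethidium bromide displaced from hairpin DNA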
* hit, by the source's call; nt = no result given.

SMILES | UBC9 SUMO inh | IDE cell activ | PfM18AAP inh | IMP-1 inh | pCIP destab | IDE cell inh | HCV NS3 hel inh | VIM-2 inhibitor | DNA FID counter
Cn1cc(/C=C(\NC(=O)c2ccccc2)C(=O)N2CCOCC2)c2ccccc21 | 5 | 3 | -8 | 0.1 | -2 | -2 | -8 | -0.3 | -29
CCCC1OC23CCCCC2C(C#N)(C#N)C1(C#N)C(=N)O3 (stereo not given) | 14 | 4 | 12 | -0.8 | -2 | -1 | 12 | 0.8 | -7
O=C(NN1C(=O)c2ccccc2NC1c1ccc([N+](=O)[O-])o1)c1ccc(Br)cc1 (stereo not given) | 5 | 5 | 9 | -2.2 | -18 | 5 | 3 | -1.9 | 9
Cc1nn(C)c(Cl)c1CN1CCCC(CCC(=O)NCc2ccccc2F)C1 (stereo not given) | 17 | 7 | 3 | -3.4 | -6 | 1 | -3 | -1.9 | 16
CC(C)(C)C(=O)Nc1ccccc1C(=O)NCCCn1ccnc1 | 20 | 2 | -2 | 2.3 | -30 | -2 | 6 | 4.6 | 4
Cc1ccc(S(=O)(=O)NNC(=O)c2sc(NS(=O)(=O)c3ccccc3)nc2C)cc1 | 19 | -2 | 16 | -2.3 | -15 | 4 | 14 | -4.1 | -33
OCc1ccccc1OCCOc1ccc(Cl)c2cccnc12 | 12 | 1 | 5 | -1.6 | 11 | -1 | -5 | 0.8 | -26
CCc1sc(C(=O)NC)cc1Br | 11 | -4 | -5 | -3.6 | -8 | 4 | 7 | -1.5 | -2
CCC(C)NC(=O)C1CCN(S(=O)(=O)c2ccc3[nH]c(=O)ccc3c2)CC1 (stereo not given) | 5 | 11 | 36* | -2.4 | -2 | 6 | 0 | -0.9 | -4
COc1cccc2sc(/N=C/N(C)C)nc12 | -4 | 6 | 0 | -1.6 | 3 | 3 | -4 | -2.8 | -4
CN(C)S(=O)(=O)c1cccc(NC(=O)c2cc(=O)[nH]c3ccccc23)c1 | 16 | 0 | -4 | -0.3 | -7 | 6 | -7 | 1.2 | -9
CC1CCCC(NC(=O)C2CCN(S(=O)(=O)N3CCC4(CC3)OCCO4)CC2)C1C (stereo not given) | 22 | -2 | -4 | -0.4 | -11 | 0 | -9 | -2.0 | -21
CCOC(=O)C1CCN(C(=O)CSc2cc(=O)n(CC)c3ccccc23)CC1 | 7 | 1 | -17 | -0.3 | -5 | 3 | -3 | -2.0 | -34
CS(=O)(=O)N1CCN(C(=O)Cc2ccc([N+](=O)[O-])cc2)CC1 | 9 | 2 | 3 | 0.8 | -72 | 1 | 10 | 1.5 | -3
COC(=O)c1ccc(Nc2cc(C)nc(-c3ccccc3O)n2)cc1 | 30 | 4 | -6 | -0.5 | 3 | 3 | 4 | -1.3 | 3
Cc1ccc(NC(=O)c2ccc3c(c2)OCO3)cc1Cl | -19 | -3 | -14 | -3.1 | -4 | 1 | 0 | -0.5 | 2
O=C(O)CC(Cc1ccc(Cl)cc1)C(=O)NCc1ccccc1 (stereo not given) | -3 | 1 | -3 | -2.4 | -2 | 0 | 4 | -3.4 | -6
CCc1cc(Br)ccc1NC(=S)NCCc1ccccc1 | -8 | -3 | -6 | -0.5 | -1 | nt | 5 | -2.7 | -32
O=C(CCC(=O)N1CCOc2ccccc21)Nc1ccccc1Cl | 0 | -2 | -7 | -2.7 | -2 | -2 | -2 | -3.4 | -19
COc1cc(C2CC(=O)N(CC(=O)NCC3CCCO3)c3ccccc3S2)cc(OC)c1OC (stereo not given) | 4 | 7 | -5 | -1.9 | -2 | -4 | 0 | -5.4 | -34
O=C(CC(c1ccccc1)c1ccccc1O)NCCc1ccccc1 (stereo not given) | 4 | 3 | 9 | -0.6 | -1 | 3 | -8 | -1.9 | -27
O=S(=O)(NCc1c(Cl)cccc1Oc1ccccc1)c1ccccc1 | -21 | -9 | 4 | -2.7 | -9 | 2 | 19 | -3.2 | -25
Cn1c(=O)n(C)c2cc(NC(=O)CSc3nc4ccccc4c(=O)[nH]3)ccc21 | 2 | -6 | -5 | -3.6 | -9 | 1 | 15 | 0.4 | -27
CCCC(C(=O)NC(C)(C)C)N(C(=O)c1snc(C(N)=O)c1N)c1ccc2c(c1)OCCO2 (stereo not given) | 7 | 8 | -10 | -1.7 | -10 | 0 | -22 | 0.7 | -16
O=C(CNS(=O)(=O)c1ccccc1)N/N=C\c1ccc(Cl)cc1 | 0 | 3 | 4 | 0.8 | 7 | 7 | 26 | -0.8 | -8
COc1ccc(S(=O)(=O)N2CCCCCC2)cc1C(=O)OCc1c(C)noc1C | -32 | 5 | -4 | -2.3 | 2 | 0 | -11 | -2.3 | -31
OCC[C@@H]1C[C@@H](O)[C@H](O)[C@]2(CCc3ccccc3O2)O1 | -2 | 2 | -1 | -0.8 | -4 | -1 | 4 | -1.4 | -5
O=C(/C=C/c1ccc2c(c1)OCO2)NCc1ccncc1 | 1 | 1 | 3 | 0.3 | 3 | 2 | 1 | -1.2 | -2
COc1ccc(S(=O)(=O)N2CCN(C3CCN(Cc4ccccc4)CC3)CC2)cc1 | 5 | 5 | 5 | -3.3 | -8 | -1 | -6 | -2.9 | 4
CC1CCN(C(=O)c2ccc(COc3ccccc3Cl)o2)CC1 | -21 | -6 | 2 | 0.6 | 0 | 4 | -5 | -0.9 | -29
Cc1ccc(N2C(=O)C3C(c4ccccc4)N4CCCN4C3(C)C2=O)cc1 (stereo not given) | -3 | 3 | 0 | -5.8 | -16 | -3 | 0 | -2.1 | -10
Cc1nc2ccc(C(=O)N/N=C/c3cc([N+](=O)[O-])ccc3O)cc2[nH]1 | -16 | -2 | -10 | 0.2 | -5 | -5 | -1 | 0.7 | -6
COC(=O)c1cc(NC(=O)CN(c2ccc3c(c2)OCO3)S(C)(=O)=O)ccc1Cl | 5 | 2 | 1 | -2.9 | -4 | 1 | 0 | -1.6 | -12
Cc1cc(Nc2ccc(Cl)cc2)nc(NCc2ccccc2)n1 | -42 | 7 | -11 | -1.8 | 8 | -2 | -68 | -1.8 | 18
COc1ccccc1NC(=O)C1CCCN(S(=O)(=O)c2ccc3[nH]c(=O)ccc3c2)C1 (stereo not given) | 10 | 7 | 1 | -2.1 | -8 | 3 | 2 | -0.4 | -31
CC(=O)c1ccccc1OC(=O)c1c(F)cccc1F | 13 | -1 | 3 | -3.1 | -4 | 1 | 11 | -3.0 | -8
O=C(O)c1ccccc1C(=O)NNc1ccc(Cl)cc1 | 4 | 5 | 2 | -2.2 | -1 | 5 | -7 | -1.3 | 1
O=S(=O)(c1ccccc1)N1CCN(S(=O)(=O)N2CCCCC2)CC1 | 33 | -8 | 1 | -1.3 | -9 | 0 | 2 | -2.7 | -5
CCOC(=O)c1ccc(NC(=O)NC(C)C2CCCO2)cc1 (stereo not given) | 2 | 8 | 6 | -3.6 | -5 | -1 | 3 | -5.7 | -11
Cn1c(=O)n(C)c2cc([N+](=O)[O-])c(N3CCN(C(=O)c4ccc(Cl)cc4)CC3)cc21 | 8 | -2 | 10 | 0.2 | -8 | -2 | -5 | -0.8 | -2
CC(C)CCNC(=O)C(=O)Nc1ccccc1 | -1 | 10 | 5 | -2.6 | 4 | 6 | 3 | -1.6 | -7
Cc1coc2c1c(C)cc1oc(=O)c(CC(=O)NCC(=O)N[C@H](C(=O)O)C(C)C)c(C)c12 | 34 | 2 | 0 | -1.7 | -6 | -2 | 0 | 2.8 | -24
COc1ccc(S(=O)(=O)N2CCCN(CC(=O)C(C)(C)C)CC2)cc1 | -6 | 5 | 2 | -1.4 | 6 | 3 | -10 | -2.4 | -7
NS(=O)(=O)c1ccc(CCNC(=O)CSc2ccc(Cl)cc2Cl)cc1 | 0 | 5 | -4 | 0.4 | -10 | -2 | 3 | -0.1 | -10
CCCCC(=O)NNC(=S)NC(=O)CCC | -14 | 1 | 3 | -2.6 | 30 | 5 | 6 | -4.4 | 0
O=C1C=C(N2CCCCCC2)C(=O)N1c1ccc(Cl)cc1 | 1 | 0 | -1 | -5.3 | 3 | nt | 3 | -2.7 | -21
COc1cc(C=O)ccc1OC(=O)c1ccncc1 | -7 | -4 | 1 | -0.9 | 9 | -1 | 0 | -1.5 | 5
Cc1cc(C)c(NC(=O)COC(=O)CCc2ccc(S(=O)(=O)N3CCCCC3)cc2)c(C)c1 | 5 | 3 | -2 | -4.0 | -2 | -3 | -3 | -3.9 | -7
CC(C)c1ccc2c(c1)C1(NN=C(c3ccccc3)S1)C(=O)N2 (stereo not given) | -10 | -4 | 5 | -0.6 | -6 | -1 | -1 | -0.5 | -5
Cn1cc(C(=O)NCCN2CCN(c3cccc(Cl)c3)CC2)c2c3ccccc3n(C)c2c1=O | 25 | -16 | 1 | -1.8 | -2 | -3 | -6 | -0.7 | 0
CC(C)COc1ccc(CN=C(N)N=C(N)N)cc1Cl | 5 | 1 | -1 | -4.3 | -2 | -9 | -49 | -4.0 | 12
CN(C)S(=O)(=O)c1cc(NC(=O)CNCCN2CCOCC2)ccc1Cl | 28 | -3 | -21 | -1.8 | -5 | 1 | -12 | -2.9 | 2
C=CCSc1nc2c(c(=O)[nH]c(=O)n2C)n1Cc1ccc(C)cc1 | -14 | 2 | -10 | -2.3 | -8 | 4 | -7 | -0.5 | 1
Cc1[nH]nc(SCC(=O)N2CCC(C)CC2)c1[N+](=O)[O-] | 15 | 7 | 3 | -0.6 | -2 | 3 | 8 | -1.9 | -1
O=C(O)C1(P(=O)(c2ccc(Cl)cc2)c2ccc(Cl)cc2)CCCC1 | -5 | 6 | 0 | -1.4 | -6 | 4 | -20 | -1.3 | -22
Nc1ccc(CN2CCCCCC2)cc1 | -3 | 6 | 7 | -3.7 | -11 | -1 | 2 | -1.1 | -3
COC(=O)c1ccc(NC(=O)CN2C(=O)CSC2=O)cc1 | -6 | 8 | 3 | -2.1 | 1 | 2 | -3 | -1.6 | -7
Cc1cc(=O)oc2c(C)c(OCC(=O)N3CCN(c4ccccc4)CC3)ccc12 | 1 | -4 | 0 | -1.2 | -11 | 4 | -8 | -1.3 | -36
CC(O)c1cccc(NC(=O)C2CCCCC2)c1 (stereo not given) | -13 | 2 | 7 | -3.4 | 1 | 3 | -4 | -0.7 | -2

Of the compounds above, 2 contain fluorine:
SMILES | UBC9 SUMO inh | IDE cell activ | PfM18AAP inh | IMP-1 inh | pCIP destab | IDE cell inh | HCV NS3 hel inh | VIM-2 inhibitor | DNA FID counter
Cc1nn(C)c(Cl)c1CN1CCCC(CCC(=O)NCc2ccccc2F)C1 (stereo not given) | 17 | 7 | 3 | -3.4 | -6 | 1 | -3 | -1.9 | 16
CC(=O)c1ccccc1OC(=O)c1c(F)cccc1F | 13 | -1 | 3 | -3.1 | -4 | 1 | 11 | -3.0 | -8
